RORA act: activators of orphan receptor RORA, primary screen, cell-based, luminescence; Nuclear receptor ROR-alpha (Homo sapiens), P35398; CHO-K1 Gal4-RORA LBD luciferase reporter; percent increase over mock-subtracted basal signal; activation, % at 10 µM; 1.5% of 65,000 active;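 active = activation above the mean of all tested compounds plus 3 SD, cut at about 49% in these data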;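 also: 0% = DMSO-treated RORA cells and 100% = added signal equal to DMSO minus mock-transfected cells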
MMP13 inh: human MMP13 inhibitors, primary screen, biochemical, FRET peptide cleavage; 0.07% of 65,000 active; inhibition, % at 4 µM; AID 570, 2006; MMP-13 fTHP FRET cleavage, Mca fluorescence; Collagenase 3 (Homo sapiens), P45452;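 active = inhibition above the mean of compound-free control plate wells plus 3 SD, cut at about 14% in these data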;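 also: 0% = DMSO wells and 100% = wells with reference MMP-13 inhibitor after basal subtraction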
SF-1 act: activators of human SF-1, primary screen, cell-based, CHO-K1, Gal4-SF-1 LBD, luciferase luminescence | Steroidogenic factor 1 (Homo sapiens), Q13285 | CHO-K1 Gal4-SF-1 LBD luciferase reporter; % increase over DMSO SF-1-specific signal | activation, % at 10 µM | 1.9% of 65,000 active | AID 522, 2006;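 active = activation above the mean activation of all tested compounds plus 3 SD, cut at about 50% in these data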
Target sequence (Q13285 whole entry, looked up, the tested form may be a part): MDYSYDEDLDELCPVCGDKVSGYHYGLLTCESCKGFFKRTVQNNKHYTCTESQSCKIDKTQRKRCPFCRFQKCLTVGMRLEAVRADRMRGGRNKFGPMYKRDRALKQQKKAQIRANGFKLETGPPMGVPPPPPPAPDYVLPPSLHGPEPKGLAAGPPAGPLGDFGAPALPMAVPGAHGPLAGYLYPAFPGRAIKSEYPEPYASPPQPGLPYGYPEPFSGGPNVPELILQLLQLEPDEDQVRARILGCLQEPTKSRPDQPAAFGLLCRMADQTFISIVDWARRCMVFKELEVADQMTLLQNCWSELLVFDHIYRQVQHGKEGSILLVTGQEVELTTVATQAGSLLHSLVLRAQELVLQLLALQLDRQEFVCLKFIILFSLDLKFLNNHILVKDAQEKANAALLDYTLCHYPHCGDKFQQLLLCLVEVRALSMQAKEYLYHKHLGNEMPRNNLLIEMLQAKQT
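Material: Gal4–SF-1 LBD one-hybrid luciferase reporter in CHO-K1 cells | Amount: 4,000 cells per well | Compound dosing: 10 µM single point, 1% DMSO | Schedule: 20 h compound treatment, 37 °C | Measured by: SteadyLite luciferase luminescence | Evaluation: Percent activation versus DMSO | Control set: DMSO-treated SF-1-transfected cells as negative, DMSO-treated mock-transfected cells lacking SF-1 as background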
HTR1A agonist: human 5-HT1a receptor agonists, primary screen, cell-based, CHO, Ga15 NFAT-bla reporter. 5-hydroxytryptamine receptor 1A (Homo sapiens), P08908. CHO 5-HT1a Ga15 NFAT-bla reporter, FRET ratio; 0% basal, 100% maximal reference agonist. activation, % at 10 µM. 0.56% of 65,000 active;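 active = activation above the screen-wide mean activation plus 3 SD, cut at about 19% in these data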;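 also: 0% = DMSO wells and 100% = 5-CT at EC100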
HTR1E agonist: 5-HT1E receptor agonists, primary screen, cell-based, HTS; activation, % at 6 µM; 0.69% of 65,000 active; CHO 5-HT1E Ga15 NFAT-bla reporter, FRET; 0% DMSO wells, 100% control agonist wells;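 active = activation above a set limit, the screen-wide mean activation plus 3 SD, cut at about 8.5% in these data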;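 also: 100% = positive control agonist at 1 µM giving full maximal response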
Target sequence (P28566 whole entry, looked up): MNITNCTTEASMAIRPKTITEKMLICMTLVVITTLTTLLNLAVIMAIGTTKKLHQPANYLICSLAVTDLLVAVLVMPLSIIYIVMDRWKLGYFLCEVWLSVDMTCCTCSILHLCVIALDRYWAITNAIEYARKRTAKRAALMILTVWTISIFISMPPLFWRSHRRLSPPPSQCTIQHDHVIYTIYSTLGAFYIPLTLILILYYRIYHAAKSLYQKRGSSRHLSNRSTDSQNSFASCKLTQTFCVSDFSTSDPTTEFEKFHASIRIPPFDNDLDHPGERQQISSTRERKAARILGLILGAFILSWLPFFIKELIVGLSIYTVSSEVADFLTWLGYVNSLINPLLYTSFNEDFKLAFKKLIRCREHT
tolC growth inh: growth inhibitors of E. coli tolC mutant, primary screen, strain BW25113 ΔtolC::kan, 384-well. OD615. growth inhibition, % at 10 µM (by protocol). 2.2% of 65,000 active;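 active = growth inhibition at or above a cutoff equal to the mean over every tested compound plus 3 SD, cut at about 60% in these data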;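 also: growth measured after 20 h incubation at 37 °C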
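Test system: E. coli BW25113 ΔtolC::kan bacteria; incubation: 37 °C, 20 h exposure; medium: LB broth supplemented with 50 µg/mL kanamycin; read-out basis: percent growth inhibition; signal: A615 absorbance measurement; compound: 10 µM final, single dose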
NADH coupling: inhibitors of PK/LDH coupling enzymes, profiling panel, artefact control, biochemical, MLSMR library; coupled PK/LDH NADH assays, four targets; IC50, µM (doses to about 10 µM), for inactives: at the top dose inhibition; 0.02% of 65,000 active;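 active = single-dose screening hits from any of four coupled enzyme assays that gave an IC50 when retested across doses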;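 also: the DPM-DC format reads NADH fluorescence rather than 340 nm absorbance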
5HT1a antag: human 5-HT1a receptor antagonists, primary screen, cell-based, CHO, Ga15 NFAT-bla reporter | CHO 5-HT1a Ga15 NFAT-bla reporter, antagonist mode | inhibition, % at 10 µM | 0.68% of 62,000 active | AID 612, 2007;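 active = inhibition above the mean of all tested compounds plus 3 SD, cut at about 43% in these data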;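 also: receptor stimulated by 5-CT agonist at 100 nM near EC80; beta-lactamase reporter measured by ratiometric fluorescence of a cleavable substrate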
5HT1E antag: 5-HT1E receptor antagonists, primary screen, cell-based, HTS. CHO 5-HT1E Ga15 NFAT-bla reporter, FRET, antagonist. inhibition, % at 6 µM. 0.99% of 65,000 active;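 active = inhibition above a set limit, the mean inhibition across every tested compound plus 3 SD, cut at about 29% in these data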;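 also: signal is the 460 over 535 nm emission ratio of beta-lactamase substrate; 0% = agonist plus DMSO wells and 100% = wells without agonist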
* marks the source's active call; other numbers are inactive results; x = not tested or not shown; [ ] = dose if it differs, or a comment. Outcome played no part in choosing rows, and some 7.2% of all compounds hit somewhere here.

Compound	RORA act	MMP13 inh	SF-1 act	HTR1A agonist	HTR1E agonist	tolC growth inh	NADH coupling	5HT1a antag	5HT1E antag
CCOC(=O)Cn1nnnc1C(CC)N(Cc1cc2c(C)cc(C)cc2[nH]c1=O)C1CCCC1 (centres undefined)	-1	2	-9	-3.7	-0.5	-14	4%	-9	0
C=CCc1cccc(CNc2nc3ccccc3n2CCC)c1O	5	1	1	-2.4	-0.9	46	2%	30	-5
COc1ccc(-n2c(-c3ccco3)n[nH]c2=S)cc1	-7	-4	-4	-2.1	0.4	-8	11%	-6	-4
CC(=O)CCc1c(C)[nH]c2ccccc2c1=O	2	5	-4	-3.1	0.8	-10	2%	-14	-4
COc1ccccc1NC(=O)C1CCN(c2ncccn2)CC1	-8	-2	7	-0.8	0.2	-7	9%	8	0
CN1CCN(C(=O)c2ccc(C(C)(C)C)cc2)CC1	0	1	6	-2.9	0.5	-11	1%	-10	3
CCCCCc1c(C)nc(N2CCc3ccccc32)[nH]c1=O	5	-4	1	-0.2	0.8	x	2%	-7	2
CCCCNC(=O)c1ccc2c(c1)N(CC)C(=O)c1ccccc1S2(=O)=O	-7	2	-5	-0.8	0.3	-2	1%	-6	6
O=C(NCc1cccnc1)/C(=N\O)c1ccccc1	-5	3	2	-1.8	-0.3	5	1%	x	-8
CC(=O)OCCN(Cc1ccccc1)Cc1ccc2c(c1)OCO2	12	-4	3	1.2	-0.5	15	3%	2	2
COc1ccc(N(CC(=O)Nc2ccc(C)c(C)c2)S(=O)(=O)c2c(C)n[nH]c2C)cc1	-5	2	13	-2.7	0.1	19	3%	4	-3
Cc1ccc(-c2nc(CS(=O)CC(=O)N3CCN(c4ncccn4)CC3)c(C)o2)cc1 (centres undefined)	-12	-12	-2	-5.1	0.8	1	10%	-1	7
COc1cccc(N2CC(O)Cn3c2nc2c3c(=O)n(CCCc3ccccc3)c(=O)n2C)c1 (centres undefined)	8	0	-8	-1.7	0.4	8	1%	-2	-3
CSc1nnc2c3cc(C)ccc3n(Cc3ccccc3)c2n1	-7	1	-18	2.2	-0.7	12	7%	10	5
C=CCSc1nnc2c(n1)OC(c1cccnc1)N(C(C)=O)c1ccccc1-2 (centres undefined)	-16	-4	18	-0.8	-0.7	2	4%	15	4
O=C(O)C1CC(=O)N(Cc2ccc3c(c2)OCO3)C1 (centres undefined)	-23	-4	6	-1.4	0.1	-10	2%	-2	-4
CN1CCN(Cc2nc3c(c(=O)n(C)c(=O)n3C)n2CCc2ccccc2)CC1	-4	3	-22	-0.1	0.5	-8	4%	-19	-11
COc1ccc(CN(C(=O)c2ccco2)c2ccc(C)cc2)cc1OC	-22	-4	5	1.2	0.5	30	8%	-3	-6
O=C(O)CCN(CCC(=O)O)S(=O)(=O)c1ccccc1	8	-1	-2	-2.6	-0.7	-12	2%	0	3
CCCNC(=O)CC(NS(=O)(=O)c1ccc(Cl)cc1)c1ccco1 (centres undefined)	23	3	14	-0.9	0.5	7	2%	2	-5
Nn1c(SCC(=O)Nc2ccc(F)cc2)nnc1-c1cccnc1	-5	2	2	-1.9	-0.6	-10	3%	12	-7
O=C(NCCCCNC(=O)C1CCCC1)C1CCCC1	3	1	-4	-0.9	-0.4	-14	3%	0	4
CCOc1ccccc1N1C(=O)CC(Sc2ncccc2C(=O)O)C1=O (centres undefined)	-7	6	-1	-0.8	0.2	5	2%	2	-3
O=C(NCc1ccc2c(c1)OCO2)c1ccncc1	-12	0	5	-0.3	0.9	-10	8%	7	-3
O=C(Nc1nnc(-c2ccccc2Cl)o1)c1cccnc1	27	0	35	3.2	0.0	70*	1%	7	8
c1ccc(CCn2nnnc2C(c2cccs2)N2CCN(Cc3ccc4c(c3)OCO4)CC2)cc1 (centres undefined)	-10	3	8	2.0	-1.0	23	4%	38	19
COc1ccc(S(=O)(=O)N2CCOCC2)c(Cl)c1Cl	-8	1	10	-0.2	-0.3	3	5%	-5	3
Nc1cccc2cnccc12	9	-6	-18	-2.5	0.4	-13	5%	30	33*
O=S(=O)(c1cccc2nsnc12)N1CCc2ccccc21	-15	3	-8	-1.3	0.0	13	5%	10	-1
COc1cc(C)nc(N2CCCC(C(=O)NC3CCC(C)CC3)C2)n1 (centres undefined)	26	1	27	-1.2	0.8	-9	6%	-1	-4
O=C1c2ccncc2C(=O)N1C1CCCCC1	-23	6	0	-3.2	1.7	-21	4%	4	-1
CCCCc1nc2ccccc2c(C(=O)O)c1C	-6	5	2	-1.0	-0.8	-16	5%	3	14
CCc1cc2c(NCC3CCCO3)ncnc2s1 (centres undefined)	-1	1	-7	-1.1	-0.2	3	5%	5	-5
O=C(Nc1ccncc1)C1CCCN(S(=O)(=O)c2cccc3cccnc23)C1 (centres undefined)	57*	0	36	-3.8	0.3	1	2%	15	19
Cc1ccc2cc(CCNC(=O)C(C)C)c(=O)[nH]c2c1	-14	0	2	2.4	0.8	-19	5%	13	-7
Cc1cc(C)nc(N(C#N)Cc2ccccc2Cl)n1	-2	3	-3	0.7	0.8	8	2%	-4	8
CC(=O)c1ccc(N2CCN(c3ccc(C(F)(F)F)cn3)CC2)cc1	-54	-2	-58	-2.0	0.3	7	17%	-16	8
CC(Oc1ccc(Br)cc1)C(=O)N1CCc2ccccc21 (centres undefined)	5	-1	11	-3.1	-0.8	20	3%	11	-2
Cc1ccc(NC(=O)c2noc3c2CCCCC3)cc1C	-4	-6	-1	1.0	1.3	-10	6%	-6	-4
O=C(CNC(=O)c1ccco1)Nc1cc(Cl)ccc1N1CCOCC1	-22	-1	6	-3.6	-0.8	-4	8%	-1	3
CCCCCn1c(=O)[nH]c2cc(C(=O)NCCCN3CCCCC3)ccc2c1=O	-2	-16	7	-0.4	-0.3	19	5%	-2	-2
COc1ccc(F)cc1S(=O)(=O)N1CCCN(S(=O)(=O)c2cc(F)ccc2OC)CC1	6	7	-2	-0.9	-0.7	16	1%	32	15
Cc1csc(SCC(=O)N2CCN(S(=O)(=O)c3ccc(Cl)cc3)CC2)n1	19	-3	-12	1.4	0.0	-1	5%	-23	-7
CCn1c(SCC(=O)C(C)(C)C)nnc1-c1ccccc1OC	2	0	-8	-5.8	0.4	1	5%	2	-2
CC(=O)c1cccc(NC(=O)N2CCCC2C(=O)Nc2cccc(C)c2)c1 (centres undefined)	-14	3	-8	-1.0	-0.2	-14	8%	-9	-1
O=C(Nc1ccccn1)NC1CCS(=O)(=O)C1 (centres undefined)	-12	5	4	-3.3	-0.7	-7	3%	0	-1
COC(=O)CN(c1ccccc1)S(=O)(=O)c1ccccc1	-9	1	-5	-1.3	-0.5	1	3%	12	5
CC(C)CNC(=O)c1cc(-c2ccco2)on1	18	-11	23	-3.6	0.1	-9	3%	-3	-6
O=C(NCc1ccc(N2CCCC2=O)cc1)c1cnccn1	0	0	5	1.4	-0.1	-26	7%	1	3
c1coc(-c2nc3ccccc3nc2-c2ccco2)c1	3	-6	5	0.1	-0.3	13	16%	2	-3
CCOC(=O)N1CCN(C(=O)C2CCN(S(C)(=O)=O)CC2)CC1	2	-1	10	-2.1	0.8	-2	6%	5	1
COc1ccc(-c2cn3c4c(sc3n2)CCCC4)cc1	-31	1	-23	-2.5	0.2	40	4%	14	6
CCOC(=O)c1ccc(COC(=O)c2nonc2N)cc1	0	-2	-2	-0.5	-0.8	-22	7%	0	-1
O=c1[nH]c(CSc2nnc(-c3ccncc3)n2Cc2ccco2)nc2ccccc12	-6	-11	3	0.2	0.6	-11	7%	-7	6
O=C(CCNS(=O)(=O)c1ccc(Cl)cc1)NCc1cccnc1	-5	1	-1	1.1	-0.4	-4	7%	-6	-8
CCOC(=O)N1CCC(NC(=O)c2ccc3c(c2)sc2nc(-c4cccc(OC)c4)cn23)CC1	2	-93[fluorescence artefact?]	24	0.2	2.7	-15	6%	-20	8

Exported with two lines to a compound: 12 of the compounds above.
Results follow in this order: RORA act, MMP13 inh, SF-1 act, HTR1A agonist, HTR1E agonist, tolC growth inh, NADH coupling, 5HT1a antag, 5HT1E antag
CC(=O)c1cccc(NC(=O)N2CCCC2C(=O)Nc2cccc(C)c2)c1 (centres undefined)
    -14, 3, -8, -1.0, -0.2, -14, 8%, -9, -1
O=C(Nc1ccccn1)NC1CCS(=O)(=O)C1 (centres undefined)
    -12, 5, 4, -3.3, -0.7, -7, 3%, 0, -1
COC(=O)CN(c1ccccc1)S(=O)(=O)c1ccccc1
    -9, 1, -5, -1.3, -0.5, 1, 3%, 12, 5
CC(C)CNC(=O)c1cc(-c2ccco2)on1
    18, -11, 23, -3.6, 0.1, -9, 3%, -3, -6
O=C(NCc1ccc(N2CCCC2=O)cc1)c1cnccn1
    0, 0, 5, 1.4, -0.1, -26, 7%, 1, 3
c1coc(-c2nc3ccccc3nc2-c2ccco2)c1
    3, -6, 5, 0.1, -0.3, 13, 16%, 2, -3
CCOC(=O)N1CCN(C(=O)C2CCN(S(C)(=O)=O)CC2)CC1
    2, -1, 10, -2.1, 0.8, -2, 6%, 5, 1
COc1ccc(-c2cn3c4c(sc3n2)CCCC4)cc1
    -31, 1, -23, -2.5, 0.2, 40, 4%, 14, 6
CCOC(=O)c1ccc(COC(=O)c2nonc2N)cc1
    0, -2, -2, -0.5, -0.8, -22, 7%, 0, -1
O=c1[nH]c(CSc2nnc(-c3ccncc3)n2Cc2ccco2)nc2ccccc12
    -6, -11, 3, 0.2, 0.6, -11, 7%, -7, 6
O=C(CCNS(=O)(=O)c1ccc(Cl)cc1)NCc1cccnc1
    -5, 1, -1, 1.1, -0.4, -4, 7%, -6, -8
CCOC(=O)N1CCC(NC(=O)c2ccc3c(c2)sc2nc(-c4cccc(OC)c4)cn23)CC1
    2, -93[fluorescence artefact?], 24, 0.2, 2.7, -15, 6%, -20, 8

Screening data as filed in PubChem BioAssay.
